# Bioassay records deposited in PubChem BioAssay by several laboratories.
# MEP2-GFP yeast – modulators of MEP2-GFP levels in yeast, primary screen, S. cerevisiae, multiplex flow cytometry, MLPCN library; hit rate 0.51% among 330,000; AID 2016, 2009; GFP response vs DMSO, % at 10 µM; S. cerevisiae MEP2-GFP strain, 3 h; 100% = DMSO control level;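 active = GFP response versus DMSO above a set limit, roughly screen mean plus 3 SD, cut at about 180% in these data; inconclusive = fewer than 70 cells counted for a yeast strain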;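 also: median GFP fluorescence of the barcode-gated MEP2-GFP cells per well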
# LAP4 TOR yeast – modulators of LAP4-GFP expression in yeast, primary screen, S. cerevisiae, multiplex flow cytometry, MLPCN library. hit rate 0.34% among 320,000. GFP response vs DMSO, % at 10 µM. 3 h; median GFP as percent of DMSO wells;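 active = GFP response vs DMSO above a set limit, about the screen mean plus 3 SD, cut at about 150% in these data; inconclusive = under 70 cell events counted for the yeast strain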
# procasp3 activ – activators of human procaspase-3 D3A mutant, primary screen, biochemical, absorbance, PC-3 D3A mutant, single concentration; Caspase-3 (Homo sapiens), P42574; recombinant procaspase-3 D3A, Ac-DEVD-pNA absorbance 405 nm; activation, % at 8.5 µM; hit rate 0.11% among 330,000;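 active = activation above the mean of all tested compounds plus 3 SD, cut at about 21% in these data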;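 also: 0% = DMSO alone and 100% = DMSO wells spiked with extra 5 µM PC-3 D3A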
#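 Technique: 405 nm absorbance of p-nitroaniline, reads at 0 and 120 min; Test system: Procaspase-3 D3A mutant; Incubation: 1 h enzyme-compound preincubation, then 2 h substrate reaction, 25 °C; Repeats: singlicate, each compound tested once; Benchmarks: low control DMSO wells, high control DMSO plus 5 µM PC-3 D3A.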
# RPL19A-GFP yeast – RPL19A-GFP expression modulators in yeast, primary screen, cell-based, S. cerevisiae, multiplex flow cytometry, MLPCN | hit rate 0.3% among 330,000 | S. cerevisiae RPL19A-GFP strain, 3 h; hits give low values | percent response vs DMSO, % at 10 µM;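 active = percent response vs DMSO below 50%; inconclusive = fewer than 70 events counted for the yeast strain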;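 also: median channel GFP fluorescence of the barcoded RPL19A-GFP strain; ratio of sample median GFP to plate DMSO average so 100% = DMSO; lower means less RPL19A-GFP as with rapamycin TOR inhibition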
# AHR activator – AHR activators, primary screen, cell-based, luminescence, luciferase reporter, human; Aryl hydrocarbon receptor (Homo sapiens), P35869; AHR-responsive luciferase reporter cells; activation, % at 5 µM; hit rate 2.5% among 320,000; in the data active = activation above about 47%;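 also: 0% = vehicle wells and 100% = reference agonist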
# ZTA DNA inh – ZTA (EBV) inhibition in EBNA-1 counter-screen; P03206; ZTA-DNA binding, fluorescence polarization; inhibition, % at 11 µM; hit rate 0.15% among 320,000; AID 2234; in the data active = inhibition above about 33%
# procasp7 counter – procaspase-7 activators, primary screen, counter-screen for procaspase-3 activator project, biochemical, absorbance, HTS, human; Caspase-7 (Homo sapiens), P55210; recombinant procaspase-7, Ac-DEVD-pNA absorbance 405 nm; D23A/D198A/D206A triple mutant, cannot self-cleave; scale: DMSO 0, 5 µM enzyme 100; activation, % at 8.5 µM; hit rate 0.093% among 330,000; AID 463210, 2010;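 active = percent activation above the screen-wide mean plus 3 SD, cut at about 25% in these data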
#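 buffer or medium = Zinc-free HEPES/NaCl buffer, pH 7.4 | material = Procaspase-7 triple mutant (PC-7 D3A) | input = 2 µM procaspase-7 mutant as dispensed | signal = Epi-absorbance of released pNA at 405 nm, two timepoints | timing = 1 h preincubation, 2 h reaction | replicates = singlicate compound testing | evaluation = % activation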
# EBNA-1 inh – EBNA-1 DNA-binding inhibitors, primary screen, biochemical, fluorescence polarization; hit rate 0.34% among 300,000; inhibition, % at 14.8 µM; in the data active = inhibition above about 28%
# Numbers without * were called inactive; ? = inconclusive; . = not tested or not shown; [ ] = dose if it differs, or a comment.
# Each structure is followed by: procasp3 activ	AHR activator	RPL19A-GFP yeast	procasp7 counter	LAP4 TOR yeast	ZTA DNA inh	MEP2-GFP yeast	EBNA-1 inh
Cc1nn(Cc2ccc(Cl)cc2)c(C)c1NC(=O)CCCn1nc(C)c([N+](=O)[O-])c1C
    3	0	109	-5	90	3	96	-5
O=C(NCc1ccc(Cl)cc1)C(=O)NCC1CCCN1S(=O)(=O)c1cccs1 (stereo not given)
    8	0	107	9	104	4	107	10
COC(=O)/C(=C\c1c[nH]c2ccccc12)NC(C)=O
    -5	7	100	3	93	-4	98	-12
CC(C)COC(=O)N1CC(O)CC1C(=O)O (stereo not given)
    -3	2	98	-4	90	6	99	-9
CCc1ccc(N2CCN(C(=O)N3CCOCC3)CC2)cc1
    24*	2	100	11	104	-2	102	-4
O=C(COC(=O)c1ccccn1)NCc1cccs1
    7	-1	91	-5	93	10	97	-2
CCOC(=O)c1c(C)[nH]c(C(=O)C(C)OC(=O)c2oc3ccccc3c2COC)c1C (stereo not given)
    -2	11	98	-1	98	-18	103	-16
CSc1nnc(N2C(=O)C(O)=C(C(=O)c3ccco3)C2c2ccccc2)s1 (stereo not given)
    -7	-1	82	-15	82	13	86	12
OC1CN=C2C=CC=CN2C1 (stereo not given)
    -3	0	104	2	105	-7	107	-3
CCOc1ccc(C(=O)NCC(=O)OCC(=O)Nc2ccccc2OC)cc1
    5	0	108	10	104	-5	108	-3
CN(C)S(=O)(=O)N1CCN(S(=O)(=O)N(C)C)CC1
    1	-4	100	5	99	-20	105	-12
CCN(CC)S(=O)(=O)c1cccc(-c2cn3cccnc3n2)c1
    3	8	97	-2	111	4	99	-2
Cc1ccc(/C=N/NC(=O)c2ccccn2)o1
    -1	32	100	3	82	2	99	-2
O=C(c1cc(-c2cccc(O)c2)on1)N1CCCCCC1
    -7	-11	102	-1	102	-1	107	2
CCC(=O)C1CCCN(C(=O)CCc2nnc(-c3ccc(C(C)=O)s3)o2)C1 (stereo not given)
    3	12	100	-1	102	-4	104	5
O=[N+]([O-])c1ccc(N2CCCCC2)nc1N1CCCCC1
    -22	-3	93	-11	98	-11	93	3
COc1cc(NC(=O)CSc2nc(C)cc(C)n2)cc(OC)c1OC
    0	4	104	10	98	-17	96	-4
CC1(C)CC(N=C2C([N+](=O)[O-])=CC=C3C2=NC2(CCCCC2)N3O)CC(C)(C)N1
    -4	-4	98	0	104	-13	96	-4
NNC(=O)CN1CCCc2ccccc21
    -2	71*	101	3	97	1	106	-12
COCCOC(=O)C1=C(N)OC2=C(C(=O)CC(C)(C)C2)C1c1ccncc1 (stereo not given)
    -3	0	100	-1	115	-3	102	2
CCOc1ccc(C(F)(F)F)cc1NC(C)=O
    1	3	107	9	102	11	120	1
COc1ccccc1CNC(=O)c1cnn2c(C(F)F)cc(C)nc12
    -9	25	96	-8	98	-1	91	5
O=C(CCN1CCCCO1)N1CCCC(Nc2ccc(F)cc2)C1 (stereo not given)
    4	-4	100	7	98	-1	104	-5
Cc1ccc(NC(=O)C(=O)C2C(=O)Nc3ccccc32)cc1 (stereo not given)
    1	20	99	-1	93	2	93	-3
C[C@]12CCC(=O)C=C1CC[C@@H]1[C@@H]2C(=O)C[C@@]2(C)[C@H]1CC[C@]2(O)C(=O)CO
    5	-2	96	4	103	1	94	1
O=C(O)/C(=C\c1ccc(Cl)cc1)c1ccc(S(=O)(=O)N2CCCC2)s1
    -1	-1	94	-12	93	-2	96	.
O=C(OCc1nnc(-c2ccccc2)o1)c1cc(S(=O)(=O)N2CCOCC2)c(Cl)cc1Cl
    -7	-2	99	5	102	-17	100	2
CCC(Br)C(=O)Nc1ccc(OC)cc1 (stereo not given)
    -1	-2	106	9	95	2	106	4
O=C1CC(C(=O)Nc2ccc(Cl)c(Cl)c2)S/C(=N\N=C\c2ccco2)N1 (stereo not given)
    -4	0	101	8	112	13	100	2
CC(=O)NC1=NN(C(C)=O)C(C)(CCS(=O)(=O)c2ccc(Br)cc2)S1 (stereo not given)
    -3	1	106	12	100	8	109	-2
Clc1ccc2nc(N3CCNCC3)nc(-c3ccccc3)c2c1
    -11	9	39*[may fluoresce violet]	-4	?	1	?	-18
O=C(N/N=C/C=C/c1ccc2c(c1)OCO2)C(O)c1ccccc1 (stereo not given)
    2	15	94	4	100	-11	86	0
Cc1ccc(S(=O)(=O)Nc2nc(C)c(C(=O)NN)s2)cc1
    -2	-1	96	8	106	16	96	5
O=C(NCCc1csc(-c2ccccc2)n1)c1ccco1
    -9	-6	101	0	109	5	97	-1
COc1ccc(Br)cc1CN1CCCC(C(=O)N2CCCCCC2)C1 (stereo not given)
    4	4	106	4	98	-26	100	-7
O=c1ccc2c(-c3ccccc3S(=O)(=O)O)c3ccc(O)c(O)c3oc-2c1O
    -1	0	100	-25	95	24	100	.
CCOc1cc(C#N)c(NC(=O)Cn2nnc3ccccc32)cc1OCC
    -2	8	99	8	103	-5	116	8
O=c1[nH]c(NCCCO)nc2c1C1(CCCC1)Cc1ccccc1-2
    13	-2	97	10	106	13	103	-5
O=C(NNc1ccc([N+](=O)[O-])cc1)Nc1ccccc1
    -19	2	100	-12	98	0	113	-4
CC(=NCC1CCCO1)C1=C(O)CC(C)(C)CC1=O (stereo not given)
    0	-1	103	0	109	17	102	5
C/C(=N\Nc1nc2c(s1)CCCC2)c1ccccc1
    -14	21	96	-2	118	0	92	-7
Nc1ccc(Oc2ccccc2-c2ccccc2)cc1
    -1	-9	102	-6	127	7	96	0
O=C(COc1ccc([N+](=O)[O-])cc1)NCCc1nc2ccccc2[nH]1
    -2	-1	100	12	112	11	103	7
CCC(=O)Nc1nc2c(s1)COc1ccccc1-2
    0	35	101	0	103	-10	94	0
Cc1cc(S(=O)(=O)N(Cc2ccccn2)Cc2ccco2)ccc1-n1cnnn1
    4	10	93	4	99	8	100	4
COc1ccc(/C=N/NC(=O)c2ccco2)cc1Cn1nc(C)c([N+](=O)[O-])c1C
    -1	4	98	2	102	-6	100	3
CC(=O)C1(C)N(O)C(C)(C)C(c2cccs2)=[N+]1[O-] (stereo not given)
    -4	-2	96	8	97	-10	101	0
CN(CC(=O)N1CCN(Cc2ccccc2)CC1)S(=O)(=O)c1cccc2nsnc12
    5	4	90	5	90	9	95	-8
Cc1ccc(OCC(=O)Nc2ccc(N3CCN(S(C)(=O)=O)CC3)cc2)cc1C
    -3	-2	96	9	99	-1	90	-2
COCCNC(=O)C(c1ccc(C)o1)N(Cc1ccccc1)C(=O)Cn1nnc2ccccc21 (stereo not given)
    -2	2	95	7	93	1	93	3
CCc1ccc(OCc2nnc(SCC(=O)NCc3ccco3)o2)cc1
    8	15	101	0	101	13	105	-8
Cc1cc(C(=O)NC2CCCc3c2cnn3-c2cccc(C)c2C)c(C)o1 (stereo not given)
    5	4	102	5	99	-8	104	-8
CC1(C)OC(c2ccccc2)=C/C(=C/C=N/NC(=O)c2ccncc2)O1
    3	8	91	-7	96	0	97	-7
CCOC(=O)c1cc(C#N)c(=S)[nH]c1C
    -13	-1	112	-11	107	-2	107	4
COCCCn1c(=O)c2ccccc2n(Cc2ccc(C)cc2)c1=O
    4	0	98	-1	101	9	108	-2
CN(C)C(=O)COC(=O)c1cccc(S(=O)(=O)Nc2ccc(OCc3ccccc3)cc2)c1
    9	9	104	1	105	-5	107	1
CCC(=O)NCCN1CCN(C(=O)CC)CC1
    -1	1	94	2	103	6	113	5
O=C(O)c1ccccc1-c1nc2cc(Cl)ccc2c(=O)n1O
    -4	2	98	3	101	-10	97	7
CCc1cccc2c(C(=O)C(NCCOC)c3ccccc3)c[nH]c12 (stereo not given)
    -2	2	110	-5	98	9	108	15
O=S(=O)(c1cccs1)N1CCN(c2ncccn2)CC1
    7	-1	98	6	90	-30	98	5

# Whole records, looked up by structure.
# `CCC(=O)Nc1nc2c(s1)COc1ccccc1-2` is listed as procasp3 activ: 0; AHR activator: 35; RPL19A-GFP yeast: 101; procasp7 counter: 0; LAP4 TOR yeast: 103; ZTA DNA inh: -10; MEP2-GFP yeast: 94; EBNA-1 inh: 0
# `O=C(O)c1ccccc1-c1nc2cc(Cl)ccc2c(=O)n1O` is listed as procasp3 activ: -4; AHR activator: 2; RPL19A-GFP yeast: 98; procasp7 counter: 3; LAP4 TOR yeast: 101; ZTA DNA inh: -10; MEP2-GFP yeast: 97; EBNA-1 inh: 7

# The list goes on:
# Each structure is followed by: procasp3 activ	AHR activator	RPL19A-GFP yeast	procasp7 counter	LAP4 TOR yeast	ZTA DNA inh	MEP2-GFP yeast	EBNA-1 inh
CCOC(=O)C1C(=O)NC(c2ccccc2)=NC1c1ccc(F)cc1 (stereo not given)
    6	3	94	8	100	0	97	-1
O=C(NNC(=S)Nc1ccccc1Cl)c1ccccc1Cl
    -1	12	99	-1	88	-7	94	2
CC1CC(=O)N(CC(=O)Nc2ccc(F)cc2)c2ccccc2S1(=O)=O (stereo not given)
    -4	2	96	3	97	4	100	-1
O=C1c2cccc3cccc(c23)C(=O)N1Nc1ccccc1
    -3	-3	92	-4	110	-3	94	-10
Cc1cccc(-c2c3c(=O)n(C)c(=O)n(C)c3cn2CC2CCCO2)c1 (stereo not given)
    -3	0	99	2	98	1	102	9
O=C(CSC1CCCCC1)Nc1nccs1
    -9	5	106	-8	96	6	115	-12
Cc1ccc(-c2nn(-c3ccccc3)cc2/C=C/C(=O)OCC(=O)NC2CC2)o1
    -6	6	87	-2	97	-21	90	1
CC(CCc1ccccc1)N1CCN(C)CC1 (stereo not given)
    -1	-1	102	7	107	-7	116	-4
O=C(Nc1sc2c(c1C(=O)O)CCC2)c1ccccc1F
    -2	14	103	10	95	19	103	7
O=C1CC(c2cccc(F)c2)SC(N(c2ccccc2)c2ccccc2)=N1 (stereo not given)
    2	1	108	3	103	13	105	5
CC(=O)NC(Cc1ccc(F)cc1)C(=O)NC1CCN(C(=O)Nc2ccc(F)cc2)CC1 (stereo not given)
    2	0	97	1	89	1	93	5
CC(=O)c1cccc(NC(=O)NC2CCCCCCC2)c1
    3	8	117	-3	94	-7	104	-13
CCN=C1SC(CC(=O)NCC)C(=O)N1CC (stereo not given)
    -2	4	95	-8	88	-1	84	5
CCCc1cc(=O)[nH]c2nnc(SCC(=O)NC3CCCC3)n12
    4	-2	92	1	103	-5	96	1
C[C@H](NC(=O)C1CC(=O)N(c2ccc3c(c2)OCO3)C1)C(=O)NC1CCCC1 (stereo not given in full)
    1	-1	105	-8	101	-6	111	-1
C=CCc1c(C)nc(-c2ccccc2)nc1N/N=C(\C)c1ccccc1
    0	14	105	-4	101	-7	101	-5
COc1cc(C)c(NC(c2ccccc2)c2ccccc2)cc1OC
    -13	4	101	-19	98	-12	105	-12
C=CCn1c(SCC(=O)Nc2c(C)n(C)n(-c3ccccc3)c2=O)nc2scc(-c3ccccc3)c2c1=O
    4	0	92	-4	97	2	114	4
